Compound activity from PubChem BioAssay.
aGlu spleen mod – qHTS Assay for Inhibitors and Activators of Human alpha-Glucosidase From Spleen Homogenate | human spleen homogenate, 4-MU-alpha-glucoside fluorescence | Potency, µM (doses to about 79.9 µM), for the others: at the highest dose activity change, negative = inhibition, most hits filed as inhibitors | actives 0.006% (n = 240,000) | AID 2112, 2009;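 further: 0% = enzyme with vehicle and -100% = no enzyme basal signal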
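AC50 values come from Hill-equation fits of concentration-response data, normalized to no-enzyme and full-activity controls. Enzyme source: 1 ug human spleen homogenate; 1 mM fluorogenic 4-MU glucoside, pH 5.0 citrate buffer, 37 C, 40 min.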
GLA spleen mod – qHTS Assay for Inhibitors and Activators of Human alpha-Galactosidase From Spleen Homogenate; Potency, µM (titrated, usually from 80 µM), without a hit: at the highest dose activity change, negative = inhibition, actives largely listed as inhibitors; actives 0.008% (n = 240,000); human spleen homogenate, 4MU-alpha-Gal fluorescence, 40 min; Alpha-galactosidase A (Homo sapiens), P06280;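 further: 0% = enzyme with vehicle and -100% = no enzyme basal signal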
Target sequence (P06280 32-429 limits assumed): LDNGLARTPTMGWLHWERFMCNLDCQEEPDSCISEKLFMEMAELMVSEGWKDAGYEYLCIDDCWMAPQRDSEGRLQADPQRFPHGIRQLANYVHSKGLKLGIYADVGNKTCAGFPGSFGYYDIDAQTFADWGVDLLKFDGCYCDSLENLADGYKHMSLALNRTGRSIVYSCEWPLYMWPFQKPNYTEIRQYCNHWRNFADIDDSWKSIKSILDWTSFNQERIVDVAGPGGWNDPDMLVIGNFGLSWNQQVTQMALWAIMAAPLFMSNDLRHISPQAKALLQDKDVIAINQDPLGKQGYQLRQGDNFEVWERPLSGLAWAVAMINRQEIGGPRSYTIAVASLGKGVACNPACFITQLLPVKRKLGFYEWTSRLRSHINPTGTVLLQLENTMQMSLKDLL
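Inhibition or activation of alpha-galactosidase in human spleen homogenate is scored by 4-MU fluorescence after 40 min at 37C, pH 5.0, with 1 mM substrate. AC50s come from concentration-response fitted to the Hill equation.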
GAA glycogen mod – qHTS Assay for Inhibitors and Activators of Human alpha-Glucosidase Cleavage of Glycogen; actives 0.38% (n = 300,000); Lysosomal alpha-glucosidase (Homo sapiens), P10253; recombinant GAA, glycogen substrate, Amplex Red glucose oxidase fluorescence; Potency, µM (series often up to 76.4 µM), without a hit: top-dose activity change, negative = inhibition, hits mostly inhibitors;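 further: 0% = full enzyme reaction and -100% = no-enzyme basal signal; the screen sought inhibitors and activators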
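Natural-substrate format: glycogen cleavage by 4 nM human enzyme, glucose read by Amplex Red coupling (Ex 573, Em 610 nm). Normalized to enzyme and no-enzyme controls.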
HTT ATP protect – qHTS Multiplex Assay to Identify Dual Action Probes in a Cell Model of Huntington: Cytoprotection (ATP); PC12 HTT-Q103 induced, cytoprotection, ATP luminescence, 40 h; Potency, µM (top dose mostly 56.4 µM), inactives show cytoprotection (ATP increase), most hits filed as activators; actives 0.14% (n = 230,000);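 further: % of control where 0% means no effect; nearly all actives have a fitted effect of over 45% in size; toxic huntingtin expression switched on by the ecdysone agonist tebufenozide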
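Quantitative HTS on tebufenozide-induced (100 nM) PC12 cells expressing HTTQ103 exon 1–GFP; compounds tested as a concentration series; survival measured via cellular ATP.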
Tau fibril ThT – qHTS for Inhibitors of Tau Fibril Formation, Thioflavin T Binding; recombinant tau K18 P301L, heparin-induced fibrillization, ThT fluorescence; Potency, µM (titrated, usually from 57.4 µM), for inactives: at the highest dose activity, negative = inhibition, hits mostly inhibitors; actives 2.1% (n = 270,000); AID 1460, 2008; further: on the % scale 0 is the no-effect control and ±100 the full control effect; nearly all actives have a fitted effect of over 55% in size
Target sequence (P10636 561-689 P618L limits assumed): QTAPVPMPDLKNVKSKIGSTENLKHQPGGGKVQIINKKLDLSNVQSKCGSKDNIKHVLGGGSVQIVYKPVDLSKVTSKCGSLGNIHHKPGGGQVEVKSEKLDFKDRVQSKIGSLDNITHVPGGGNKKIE
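ThT emission at 510 nm, taken 1 hr after adding 30 uM dye, quantifies aggregates formed when 20 uM heparin acts on human tau K18 P301L for 6 hr at 37 C.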
GAA inhib – qHTS Assay for Inhibitors of Human alpha-Glucosidase as a Potential Chaperone Treatment of Pompe Disease | purified human GAA, 4-MU-alpha-glucoside fluorescence | Potency, µM (top dose mostly 76.9 µM), without a hit: at the top dose activity change, negative = inhibition, actives largely listed as inhibitors | actives 0.005% (n = 200,000);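 further: plate controls were uninhibited enzyme wells for no effect and no-enzyme background for full effect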
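Compounds are titrated up to 77 uM against 4 nM human enzyme. Substrate 4-methylumbelliferyl-alpha-D-pyranoside (400 uM) reacts 20 min at room temperature in pH 5.0 buffer; liberated 4-methylumbelliferone is read at 440 nm.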
Tau fibril FP – qHTS for Inhibitors of Tau Fibril Formation, Fluorescence Polarization; Microtubule-associated protein tau (Homo sapiens), P10636; K18 P301L tau heparin fibrillization, Alexa594 FP, 6 h; Potency, µM (doses to about 57.7 µM), for the others: top-dose activity, negative = inhibition, usual class: inhibitors; actives 0.39% (n = 280,000); AID 1468, 2008; further: on the % scale 0 is the no-effect control and ±100 the full control effect; nearly all actives have a fitted effect of over 55% in size
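Human tau K18 […] P301L fragment, 15 uM unlabeled plus 0.24 uM Alexa 594-labeled tau (final), with compound and 20 uM heparin in 100 mM sodium acetate pH 7; 6 hr at 37 C, then Alexa 594 FP read.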
Tau fluor cs – Counterscreen qHTS for Inhibitors of Tau Fibril Formation, Fluorescence Polarization. tau K18 P301L (four-repeat tau fragment) Alexa594 fluorescence, heparin fibrillization. Potency, µM (series often up to 57.7 µM), without a hit: at the highest dose activity change, negative = decrease. actives 0.93% (n = 280,000); further: on the % scale 0 is the no-effect control and ±100 the full control effect; nearly all actives have a fitted effect of over 55% in size
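Human K18 P301L tau (15 uM unlabeled plus 0.24 uM Alexa 594-labeled, final) in 100 mM sodium acetate pH 7 was mixed with compound and 20 uM heparin and incubated 6 hr at 37 C.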
* hit, by the source's call; ? = inconclusive; nt = not tested or not shown; & = joins results of further samples; [ ] = remark or other dose. The call rests on the fitted dose curve; in most records, active means well fitted curve in the direction sought with a large enough effect; inconclusive means small, poorly fitted or top-dose-only effect, or another doubt; inactive means no such curve, though single readings can be large; an effect the other way counts as inactive or inconclusive. Potency means the concentration at half of the fitted maximal effect.

[1] CCOc1ccc(NC(=O)c2cc3cc4ccc(C)cc4nc3o2)cc1
[2] O=C(NCC1CCCO1)/C(=C\c1ccco1)NC(=O)c1ccccc1 (stereo not drawn)
[3] CC1(C)CC(=O)c2cnc(NC(=O)C3CCCC3)nc2C1
[4] CN(C)c1ccnc(Nc2ccccc2)c1C#N
[5] O=C(NCCCN1CCOCC1)C1Cc2c(ccc3ccccc23)O1 (stereo not drawn)

compound no.	1	2	3	4	5
aGlu spleen mod	5%	-4%	-4%	4%	-3%
GLA spleen mod	4%	-2%	-12%	4%	-2%
GAA glycogen mod	12%	16%	-2%	-12%	-4%
HTT ATP protect	-21%	-19%	-11%	-14%[10 µM]	-4%[10 µM]
Tau fibril ThT	?	-15%	4%	-4%	3%
GAA inhib	-4%	-12%	-2%[15.4 µM]	nt	-7%
Tau fibril FP	7%&-12%	-11%	4%	-10%	1%
Tau fluor cs	-8%&-9%	-2%	6%	-4%	2%

[6] O=C(CN(c1ccc(Cl)c(Cl)c1)S(=O)(=O)c1ccccc1)N1CCc2ccccc2C1
[7] CCOC(=O)c1ccccc1NC(=O)CSc1nccn1C
[8] COc1cccc(C(=O)CN(C(=O)c2ccc(Cl)cc2Cl)N2C(=O)c3ccccc3C2=O)c1
[9] Cc1ccc2nc(NC(=O)c3cc(-c4ccco4)nc4ccccc34)sc2c1
[10] CC1=NN(C(=O)c2ccoc2C)C(O)(C(F)(F)F)C1 (stereo not drawn)

compound no.	6	7	8	9	10
aGlu spleen mod	-4%	7%	-11%	-2%	3%
GLA spleen mod	-5%	3%	-5%	?	5%
GAA glycogen mod	1%	3%	9%	20%	-9%
HTT ATP protect	-38%	5%[10 µM]	5%[10 µM]	?	12%[10 µM]
Tau fibril ThT	-8%	-1%	-3%	?	3%
GAA inhib	-3%	-4%	4%	-1%	4%
Tau fibril FP	7%	-1%	-3%	-3%	-4%
Tau fluor cs	-14%	0%	-5%	-30%	0%

[11] C=CCN1c2ccccc2[C@]23C[C@@H](C(=O)OC)N(S(=O)(=O)c4ccc5c(c4)OCCN5C)C2=NC(C(=O)OC)=C(C(=O)OC)[C@H]13
[12] O=C(Cn1ccc2ccccc2c1=O)NCC1COc2ccccc2O1 (stereo not drawn)
[13] CCOc1cc(CNc2ccccc2)cc(Br)c1OCC(=O)NC(C)(C)C
[14] CCOc1ccc(NS(=O)(=O)c2ccc(OCC)c3ncccc23)cc1
[15] COc1cc(Cl)c(NC(=O)c2cc(S(=O)(=O)N3CCCCC3)c[nH]2)c(OC)c1

compound no.	11	12	13	14	15
aGlu spleen mod	4%[17.4 µM]	-7%	-1%	1%	nt
GLA spleen mod	-5%[17.5 µM]	-3%	1%	7%	nt
GAA glycogen mod	nt	8%	-8%	0%	1%[76.3 µM]
HTT ATP protect	-23%[10 µM]	22%[10 µM]	-33%	-14%	nt
Tau fibril ThT	1%[11.5 µM]	-12%	-8%	-11%	-4%
GAA inhib	nt	6%	?	-18%	nt
Tau fibril FP	-1%[11.6 µM]	-1%	10%	-1%	14%
Tau fluor cs	-9%[11.6 µM]	-6%	-28%	-19%	?

[16] Cc1onc(-c2ccccc2)c1-c1nc2ccccc2c(=O)o1
[17] COc1cccc(-c2nc(CS(=O)CC(=O)NC3CC3)c(C)o2)c1 (stereo not drawn)
[18] O=C(NC(=S)Nc1cc(Cl)ccc1O)c1cccc(Br)c1
[19] COCCn1c(C)cc(C2=NNC(=Nc3ccc(OC)cc3)SC2)c1C
[20] CSC1=NCCN1C(=O)Cc1ccc(F)cc1

compound no.	16	17	18	19	20
aGlu spleen mod	-3%	0%	-11%	-3%	0%
GLA spleen mod	5%	-2%	1%	-12%	-1%
GAA glycogen mod	-13%	12%	4%	-17%	4%
HTT ATP protect	-32%	-16%	0%[10 µM]	10%	-10%
Tau fibril ThT	?	-18%	?	?	-3%
GAA inhib	-6%	-6%	-8%	-6%	-13%
Tau fibril FP	-5%	5%	4%	-8%	4%
Tau fluor cs	-6%	-10%	?	-20%	-3%

[21] NNC(=O)COc1ccc(C(F)(F)F)cc1
[22] COc1cccc(NC(=O)N2CCCC(C(=O)NCc3ccc(F)cc3)C2)c1 (stereo not drawn)
[23] CC(C)C(=O)NC(=O)COC(=O)/C=C/c1cccs1
[24] O=c1cc(-c2ccccc2)nc2nc(-c3ccco3)[nH]n12
[25] CN(CCO)c1cc(N(C)CCO)c([N+](=O)[O-])cc1[N+](=O)[O-]

compound no.	21	22	23	24	25
aGlu spleen mod	-3%	0%	3%	10%	-10%
GLA spleen mod	-6%	2%	-7%	15%	-3%
GAA glycogen mod	19%	5%	0%	5%	0%
HTT ATP protect	-22%[1.9 µM]	-4%[10 µM]	-18%	-19%[0.074 µM]	-5%
Tau fibril ThT	1%	-19%	1%	11%	-17%
GAA inhib	9%	2%	3%	-5%	-11%
Tau fibril FP	3%	4%	-4%	5%	2%
Tau fluor cs	13%	-10%	0%	5%	-5%

[26] O=C(Cc1nnc(NC(=O)Nc2ccccc2F)s1)NCc1ccccc1
[27] Brc1c(CSc2nncn2-c2ccccc2)nc2ncccn12
[28] C/C(=N/NC(=O)c1cc(-c2cccc([N+](=O)[O-])c2)n[nH]1)c1ccc(Cl)cc1
[29] O=C(CN1CCOCC1)Nc1nc2ccc(Br)cc2s1
[30] O=C(COC(=O)c1cccnc1Nc1ccccc1F)NCc1ccc2c(c1)OCO2

compound no.	26	27	28	29	30
aGlu spleen mod	3%	3%	-13%	-3%	-5%
GLA spleen mod	11%	8%	-8%	-3%	1%
GAA glycogen mod	-1%	2%	-2%	-4%	-3%
HTT ATP protect	5%[10 µM]	-17%[0.074 µM]	?	6%	-19%
Tau fibril ThT	nt	12%	?	-16%	9%
GAA inhib	nt	?	-8%	-4%	1%
Tau fibril FP	?	10%	-5%	?	?
Tau fluor cs	7%	9%	-8%	-17%	-17%

[31] COC(=O)C1=C(C)N(Cc2ccccc2)C(=O)/C1=C\c1ccco1
[32] CCCCCC(=O)Nc1nc(C)c(-c2csc(Nc3cc(Cl)ccc3C)n2)s1
[33] CCOc1ccc(NC(=O)c2cccc3c2C(=O)N(Cc2cccnc2)C3)cc1
[34] Cc1ccc(SCCNC(=S)Nc2ccc(C)c(C)c2)cc1
[35] CCOc1ccc(NC(=S)NCc2ccc3c(c2)OCO3)cc1

compound no.	31	32	33	34	35
aGlu spleen mod	3%	-27%	-12%	-11%	-3%
GLA spleen mod	1%	-3%	-10%	-3%	-2%
GAA glycogen mod	-3%	-24%	2%	-18%	-7%
HTT ATP protect	-3%[10 µM]	-34%	0%[10 µM]	-28%	14%[10 µM]
Tau fibril ThT	16µM*	?	?	-5%	?
GAA inhib	nt	-12%	-2%	?	nt
Tau fibril FP	-12%	7%	14%	-6%	-5%
Tau fluor cs	?	?	-21%	?	?

[36] CCCCNCCCOc1ccc(C)cc1Br
[37] CCOC(=O)N1CCN(C(=O)CSc2ccc(-c3ccccc3)nn2)CC1
[38] CC(=O)N[C@@H](Cc1c[nH]c2ccccc12)C(=O)OCC(=O)Nc1ccc(S(=O)(=O)N(C)C)cc1
[39] CCn1c(NC(=O)C(C)C)c2ccccc2nc1=O
[40] Cc1nc2cc(C(F)(F)F)ccc2n1C1CCN(CC(=O)N2CCCC2)CC1

compound no.	36	37	38	39	40
aGlu spleen mod	-7%	nt	1%	6%	-1%
GLA spleen mod	-5%	-7%	-3%	5%	12%
GAA glycogen mod	-7%	-4%	23%	9%	3%
HTT ATP protect	-9%[10 µM]	-51%[inhibitor]	nt	-20%	2%[10 µM]
Tau fibril ThT	-6%	-8%	4%	5%	-10%
GAA inhib	?	-1%	-2%	?	9%
Tau fibril FP	-5%	1%	4%	-2%	2%
Tau fluor cs	-12%	-7%	-6%	3%	-2%

[41] CCOc1ccc(-c2n[nH]c(C(=O)NN)c2C)cc1
[42] CCN(CC)S(=O)(=O)c1ccc2c(c1)c(=O)c(C(=O)N1CCN(c3cccc(C)c3)C(C)C1)cn2C (stereo not drawn)
[43] CCOc1ccc(S(=O)(=O)n2nnc3ccccc32)cc1C(C)C
[44] COc1ccc(/C=N/Nc2nncc3ccccc23)c(OC)c1
[45] CCOc1c2ccc(C(=O)NCc3ccc(C(F)(F)F)cc3C(F)(F)F)cc2nn1C
[46] COc1cc(OC)cc(C(=O)Nc2ccc(S(=O)(=O)Nc3cc(C)nc(C)n3)cc2)c1

compound no.	41	42	43	44	45	46
aGlu spleen mod	8%	nt	3%	5%	2%	0%
GLA spleen mod	3%	nt	3%	4%	18%	7%
GAA glycogen mod	-3%	-11%[76.3 µM]	1%	4%	-3%	-11%[76.3 µM]
HTT ATP protect	-3%[10 µM]	nt	11%	11%[10 µM]	-1%	-9%
Tau fibril ThT	?	-13%	-2%	?	-17%	-1%&-4%
GAA inhib	9%	nt	-3%	-9%	-1%	-1%
Tau fibril FP	-5%	-1%	0%	11%	?	-3%&1%
Tau fluor cs	2%	-18%	1%	?	-18%	-3%&-9%

Quoted from above, nos. 42–46
[42] CCN(CC)S(=O)(=O)c1ccc2c(c1)c(=O)c(C(=O)N1CCN(c3cccc(C)c3)C(C)C1)cn2C (stereo not drawn)
[43] CCOc1ccc(S(=O)(=O)n2nnc3ccccc32)cc1C(C)C
[44] COc1ccc(/C=N/Nc2nncc3ccccc23)c(OC)c1
[45] CCOc1c2ccc(C(=O)NCc3ccc(C(F)(F)F)cc3C(F)(F)F)cc2nn1C
[46] COc1cc(OC)cc(C(=O)Nc2ccc(S(=O)(=O)Nc3cc(C)nc(C)n3)cc2)c1

compound no.	42	43	44	45	46
aGlu spleen mod	nt	3%	5%	2%	0%
GLA spleen mod	nt	3%	4%	18%	7%
GAA glycogen mod	-11%[76.3 µM]	1%	4%	-3%	-11%[76.3 µM]
HTT ATP protect	nt	11%	11%[10 µM]	-1%	-9%
Tau fibril ThT	-13%	-2%	?	-17%	-1%&-4%
GAA inhib	nt	-3%	-9%	-1%	-1%
Tau fibril FP	-1%	0%	11%	?	-3%&1%
Tau fluor cs	-18%	1%	?	-18%	-3%&-9%
